Compound activity: PubChem BioAssay, National Center for Advancing Translational Sciences (NCATS)
TDP1 inh: TDP1 (human) enzyme inhibition | recombinant TDP1, AlphaScreen DNA substrate cleavage | Potency, µM (doses to about 130 µM), inactives show top-dose activity change, negative = inhibition, usual class: inhibitors | 0.28% of 350,000 active; further: nearly all actives have a fitted effect of over 40% in size
Target sequence (Q9NUW8 whole entry, looked up): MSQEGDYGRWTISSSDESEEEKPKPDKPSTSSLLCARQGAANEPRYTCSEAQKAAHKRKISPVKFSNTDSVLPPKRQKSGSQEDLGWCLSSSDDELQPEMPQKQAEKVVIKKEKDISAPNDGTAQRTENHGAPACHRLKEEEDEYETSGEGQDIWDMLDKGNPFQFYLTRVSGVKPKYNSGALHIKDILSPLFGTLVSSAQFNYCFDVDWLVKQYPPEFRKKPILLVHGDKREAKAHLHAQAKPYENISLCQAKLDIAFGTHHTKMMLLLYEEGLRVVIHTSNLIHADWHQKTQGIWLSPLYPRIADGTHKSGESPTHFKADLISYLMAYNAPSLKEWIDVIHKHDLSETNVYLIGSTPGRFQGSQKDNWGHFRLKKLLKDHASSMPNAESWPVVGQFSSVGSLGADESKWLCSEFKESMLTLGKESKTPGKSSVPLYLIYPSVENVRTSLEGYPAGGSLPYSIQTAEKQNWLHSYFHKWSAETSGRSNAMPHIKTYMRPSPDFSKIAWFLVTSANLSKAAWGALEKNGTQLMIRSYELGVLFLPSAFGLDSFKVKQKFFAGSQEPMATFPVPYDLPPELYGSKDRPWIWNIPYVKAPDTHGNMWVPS
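Tdp1 1 nM final; 15 min RT w/ cpd; substrate 15 nM, 5 min; beads 10 ug/ml, 10 min; AlphaScreen read. Neg ctrl: no enzyme.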
TDP1 cell noCPT: qHTS for Inhibitors of human tyrosyl-DNA phosphodiesterase 1 (TDP1): qHTS in cells in absence of CPT; DT40 Tdp1-/- hTDP1 cells, no CPT, ATP luminescence, 48 h; Potency, µM (series often up to 46.2 µM), inactives show at the highest dose activity change, negative = growth inhibition, actives largely listed as inhibitors; 15% of 420,000 active; further: nearly all actives have a fitted effect of over 55% in size
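Cells were dispensed at 400 per well, compounds added by pin tool, plates incubated ≥48 hr at 37 °C, then CellTiter-Glo added for 30 min at room temperature before luminescence reading. Line: DT40 Tdp1-/- complemented with hTDP1; camptothecin omitted.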
GCN5L2 inh: blocks human GCN5L2 histone acetyltransferase | AID 504327 | Potency, µM (titrated, usually from 58.9 µM), for inactives: at the highest dose activity change, negative = inhibition, actives largely listed as inhibitors | 0.21% of 390,000 active | Q92830 | GCN5L2 HAT assay, ThioGlo1 CoA-SH fluorescence
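Free CoA generated was detected with ThioGlo1 (50uM) fluorescence at Ex340nm/Em540nm, read immediately and after 20 min at room temperature. Enzyme, 20 nM in HEPES pH 7.5 buffer, saw compounds 15 min before adding 75uM H3(1-25) peptide and 70uM acetyl-CoA.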
Active calls of the source: *; u = inconclusive; x = no result given; & = joins results of further samples; [ ] = remark or other dose. The call rests on the fitted dose curve; in most records, active means well fitted curve in the direction sought with a large enough effect; inconclusive means small, poorly fitted or top-dose-only effect, or another doubt; inactive means no such curve, though single readings can be large; an effect the other way counts as inactive or inconclusive. On the % scale 0 is the no-effect control and ±100 the full control effect; potency means the concentration at half of the fitted maximal effect. The list is partial (hit frequency here may not be typical).

entry	Molecule	TDP1 inh	TDP1 cell noCPT	GCN5L2 inh
1	O=C(c1ccc2c3n(nc2c1)-c1ccc(Cl)cc1CO3)N1CCOCC1	6%	u	1%
2	O=[N+]([O-])c1cccc(S(=O)(=O)Nc2ccc(-c3ccc(N4CCOCC4)nn3)cc2)c1	x	u	-7%
3	COc1cccc(C2c3[nH]c4ccccc4c3CCN2Cc2cnc(C)s2)c1OC (stereo unspecified)	5%	15µM*	-11%
4	Cc1cc(C)n(CC(=O)Nc2cccc(C(F)(F)F)c2)n1	5%	-28%	-3%
5	Cc1cc(C)n(CC(O)COc2ccccc2C)n1 (stereo unspecified)	-1%	-2%	2%
6	CC(=O)c1cccc(NC(=O)Nc2csc3c2CCCC3)c1	3%	-8%	-8%
7	Clc1ccc(OCCCn2ccnc2)c(Br)c1	6%	u	-6%
8	CCCOc1ccc(C(=O)NCC(c2ccco2)N(C)C)cc1 (stereo unspecified)	3%	-3%	-7%
9	CCN(CC)CCNC(=O)CSc1c2c(nc3cc(Cl)ccc13)CCCC2	3%	u	3%
10	COCCN1Cc2cccc(C(=O)NCCc3ccccc3)c2C1=O	x	-17%	0%

Other compounds
entry	Molecule	TDP1 inh	TDP1 cell noCPT	GCN5L2 inh
11	O=C(NCCOc1ccccc1F)C1CC(=O)N(c2ccc3c(c2)OCCO3)C1 (stereo unspecified)	0%	7%	-3%
12	Cc1ccc(NC(=S)N2CCC(N(C)CC3CCCO3)CC2)cc1 (stereo unspecified)	-3%	8%	2%
13	Cc1nn(C)c(C)c1S(=O)(=O)N1CCC(CO)(Cc2ccc(Cl)cc2)CC1	-1%	16µM*	4%
14	CC(=O)c1ccc(S(=O)(=O)N(CC(=O)NC2CC2)Cc2ccc(F)cc2)cc1	6%	-3%	-5%
15	CCOc1cc(N2CCOCC2)c(OCC)cc1NC(=O)c1ccc(NC(C)=O)cc1	1%	-28%	-18%
16	CCC(=O)NC(=S)Nc1ccc(S(=O)(=O)NC(C)C)cc1	0%	-22%	2%
17	COc1ccc(CCNC(=O)C/C(C)=N/NC(=O)Cc2cccc3ccccc23)cc1OC	x	u	1%
18	Cc1cc(C)cc(N(CC(=O)Nc2cccc(C)n2)S(=O)(=O)c2c(C)noc2C)c1	-3%	13µM*	-4%
19	Cc1ccccc1N1CCN(CC(=O)NCc2ccc(Cl)cc2)CC1	x	-29%	-2%
20	Brc1ccc(-c2csc(N3CCCCCC3)n2)cc1	0%	-11%	-12%

Following part.
entry	Molecule	TDP1 inh	TDP1 cell noCPT	GCN5L2 inh
21	NC(=O)c1ccc(/C=N/O)nc1	6%	-4%	-3%
22	CC(=O)N1CCOc2ccc(S(=O)(=O)N3CCC(C(=O)NCc4ccc(F)cc4)CC3)cc21	-1%	4%	-5%
23	CCCc1nnc(NC(=O)CCC(=O)NCc2ccc(Cl)cc2Cl)s1	1%	-3%	-4%
24	CCOC(=O)C(C)Sc1nc2c(c(=O)[nH]c(=O)n2C)n1CCc1ccccc1 (stereo unspecified)	1%	-23%	-2%
25	CCSc1nnc(NC(=O)CSc2nc3c(c(=O)n2C)SC(C)C3)s1 (stereo unspecified)	6%	11µM*	-14%
26	CC(=O)N/C(=C/c1ccc2c(c1)OCO2)C(=O)N1CCOCC1	x	10%	-4%
27	Cc1ccc(SCc2nc3ccccc3n2CC(=O)Nc2ccc(Cl)cc2)cc1	4%	u	-9%
28	CCC(C)(C)n1nnnc1C(c1ccc2ncccc2c1)N1CCCCCC1 (stereo unspecified)	3%	u	-2%
29	COc1ccc(-c2noc(CCC(=O)N3CCN(c4ccccc4C(F)(F)F)CC3)n2)cc1	-3%[56.1 µM]	-27%	-5%
30	CCCSc1nc(N)cc(=O)[nH]1	1%	-10%	1%

(further entries)
entry	Molecule	TDP1 inh	TDP1 cell noCPT	GCN5L2 inh
31	CCOc1ccc2nc(N(CCCN(C)C)C(=O)c3ccc(S(=O)(=O)N4CCCC4)cc3)sc2c1	8%	-29%	0%
32	CCOC(=O)c1c(C)[nH]c(C(=O)COC(=O)CNC(=O)c2ccc(Br)cc2)c1C	2%	-25%	-11%
33	Cc1cc(NC(=O)CSc2nc3c(C)cccc3cc2C#N)no1	-1%	15µM*	-5%
34	Cc1ccc(-c2nnc3ccc(SC(C)C(=O)O)nn23)cc1 (stereo unspecified)	-1%	-1%&-9%	u
35	CC(C)Nc1nnc(SC(C)C(=O)Nc2ccc(N3CCOCC3)cc2)s1 (stereo unspecified)	2%	-23%	3%
36	CC1CCc2c(sc3nc(CSc4ncn[nH]4)[nH]c(=O)c23)C1 (stereo unspecified)	5%	u	2%
37	O=[N+]([O-])c1cccc(-c2ccc(/C=N/NC(=S)Nc3ccccc3)o2)c1	11%	-24%	-2%
38	Cc1ccc(/C=C/C(=O)Nc2cccc3ncccc23)o1	1%	u	-3%
39	COc1ccccc1CCC(=O)Nc1ccc2c(c1)CN(CCCn1cccn1)CC2	3%	-6%	-8%
40	CC(C)(C)c1ccc(C(=O)Nc2ccc(F)cc2)s1	x	15µM*	-6%

Shown with values under each structure: entries from further up.
Values run as follows: TDP1 inh	TDP1 cell noCPT	GCN5L2 inh
[23] CCCc1nnc(NC(=O)CCC(=O)NCc2ccc(Cl)cc2Cl)s1
  1%	-3%	-4%
[2] O=[N+]([O-])c1cccc(S(=O)(=O)Nc2ccc(-c3ccc(N4CCOCC4)nn3)cc2)c1
  x	u	-7%

6 compounds already listed, arranged by count of non-hydrogen atoms, smallest number first:
entry	Molecule	TDP1 inh	TDP1 cell noCPT	GCN5L2 inh
40	CC(C)(C)c1ccc(C(=O)Nc2ccc(F)cc2)s1	x	15µM*	-6%
38	Cc1ccc(/C=C/C(=O)Nc2cccc3ncccc23)o1	1%	u	-3%
36	CC1CCc2c(sc3nc(CSc4ncn[nH]4)[nH]c(=O)c23)C1 (stereo unspecified)	5%	u	2%
33	Cc1cc(NC(=O)CSc2nc3c(C)cccc3cc2C#N)no1	-1%	15µM*	-5%
39	COc1ccccc1CCC(=O)Nc1ccc2c(c1)CN(CCCn1cccn1)CC2	3%	-6%	-8%
31	CCOc1ccc2nc(N(CCCN(C)C)C(=O)c3ccc(S(=O)(=O)N4CCCC4)cc3)sc2c1	8%	-29%	0%

Carrying on:
entry	Molecule	TDP1 inh	TDP1 cell noCPT	GCN5L2 inh
41	CC(OC(=O)C1CCC(=O)N1)C(=O)Nc1cc(Cl)cc(Cl)c1 (stereo unspecified)	-9%	-9%	12%
42	CCn1c(=O)c2cc(C(=O)Nc3cccc(C(C)=O)c3)sc2c2ccccc21	x	u	4%
43	COc1cccc(NC(=O)c2sc(Cl)nc2C)c1	x	u	-7%
44	COc1cccc(Cc2nc3ccccc3nc2SCC(=O)N2CCCCC2C)c1 (stereo unspecified)	-5%	5.2µM*	-9%
45	O=C(Cn1cnc2c(cnn2-c2ccc(F)cc2)c1=O)NCc1ccco1	2%	5.8µM*	-4%
46	O=C1C(Cc2ccccc2)Nc2ncnc(N3CCc4ccccc4C3)c2N1Cc1ccc(Br)cc1 (stereo unspecified)	8%	x	-15%
47	O=C(CNC(c1ccccc1)c1ccccc1)NCc1ccccc1Cl	x	-19%	-17%
48	COc1cccc(C(=O)CN2CCC(NC(=O)NC3CCCCC3)CC2)c1	5%	-6%	-5%
49	CC(C)Nc1nc(NC(C)(C)C)nc(Oc2ccc(=O)n(-c3ccccc3)n2)n1	8%	u	2%
50	CC(C)(C)c1ccc(C(=O)NC2CCS(=O)(=O)C2)cc1 (stereo unspecified)	3%[0.0935 µM]	-16%	-2%

Part of the list above, with two lines to a compound.
Every second line gives: TDP1 inh | TDP1 cell noCPT | GCN5L2 inh
(44) COc1cccc(Cc2nc3ccccc3nc2SCC(=O)N2CCCCC2C)c1 (stereo unspecified)
→ -5% | 5.2µM* | -9%
(45) O=C(Cn1cnc2c(cnn2-c2ccc(F)cc2)c1=O)NCc1ccco1
→ 2% | 5.8µM* | -4%
(41) CC(OC(=O)C1CCC(=O)N1)C(=O)Nc1cc(Cl)cc(Cl)c1 (stereo unspecified)
→ -9% | -9% | 12%

Next results
entry	Molecule	TDP1 inh	TDP1 cell noCPT	GCN5L2 inh
51	CC1CN(S(=O)(=O)c2ccc(C(=O)Nc3nnc(-c4ccccn4)o3)cc2)CC(C)O1 (stereo unspecified)	9%	0%	-11%
52	Cc1nn(-c2ccccc2)c2[nH]c(=O)c(CNc3ccc(N4CCOCC4)cc3)cc12	10%	18µM*	-8%
53	CC(NC(=O)C(C)N1C(=O)C2C3CC(C(Br)C3Br)C2C1=O)c1ccccc1 (stereo unspecified)	2%	-2%	-4%
54	Cc1ccc(Oc2cnn(-c3ccccc3)c(=O)c2Br)cc1	0%	-25%	-12%
55	CCOC(=O)c1nc2ccccc2s1	2%	-8%	-7%
56	CCOC(=O)c1cnc2c(ccc3ccccc32)c1Nc1ccc(Cl)cc1	-1%[2.28 µM]	-24%	-2%
57	COc1ccc(CCN(C)C2CC(=O)N(c3ccccc3)C2=O)cc1OC (stereo unspecified)	7%	u	0%
58	CN(C)S(=O)(=O)c1cccc(NC(=O)c2ccc(Sc3nncn3C)c([N+](=O)[O-])c2)c1	x	-19%	-2%
59	O=C(CSc1nnc(CNC(=O)c2ccco2)o1)Nc1cccc(F)c1	0%	8%	-6%
60	O=C(Nc1cccc(S(=O)(=O)c2cccc(NC(=O)c3ccco3)c2)c1)c1ccco1	x	13µM*	-10%

(continued)
entry	Molecule	TDP1 inh	TDP1 cell noCPT	GCN5L2 inh
61	Cc1c(F)cccc1NS(=O)(=O)c1ccc2c(c1)c(C)cc(=O)n2C	x	u	11%
62	C=CCn1c(SCC(N)=O)nnc1-c1cnccn1	1%	-21%	1%
63	O=C(NCCC1=CCCCC1)C1CCN(C(=O)Cc2ccccc2)CC1	-1%	u	-7%
64	CCOc1ccc(NC(=O)CCCCCN2C(=O)[C@@H]3Cc4ccccc4CN3C2=O)cc1	3%	u	-15%
65	Cc1cccc(N2CCN(c3nnnn3-c3ccccc3)CC2C)c1 (stereo unspecified)	2%	u	-6%
66	CN(/N=C/c1cc(Cl)ccc1O)C1=NS(=O)(=O)c2ccccc21	x	18µM*	-3%
67	O=S(=O)(c1ccc(Br)cc1)N1CCCC1c1nc2ccccc2s1 (stereo unspecified)	0%	u	-8%
68	CCC(NC(=O)Nc1nccs1)(C(F)(F)F)C(F)(F)F	1%	-15%	1%
69	O=[N+]([O-])c1cccc(-c2ccc(CN3CCN(c4ccccc4)CC3)o2)c1	x	u	-1%
70	CCOC(=O)N1CCN(Cc2cn[nH]c2-c2ccc(-c3ccccc3)cc2)CC1	9%	-24%	-24%

The listing continues:
entry	Molecule	TDP1 inh	TDP1 cell noCPT	GCN5L2 inh
71	C#CCOCCOCCOCCNc1nc(N2CCN(C(=O)CCCCCCCCCCNC(=O)[C@@H]([C@H](C)O)n3cc(C)nn3)CC2)nc(N2CCN(C(=O)CCCCCCCCCCNC(=O)[C@@H]([C@H](C)O)n3cc(C)nn3)CC2)n1	-5%	23µM*	-6%
72	CN(CC(=O)Nc1ccccc1Br)C(=O)c1cccc(S(=O)(=O)NCc2ccccc2)c1	x	-24%	-22%
73	Cc1ccc(CN(CC(=O)NC2CCCCC2)C(=O)c2csnn2)cc1	1%	-12%	-6%
74	CCNC(=O)NS(=O)(=O)c1cnccc1Nc1cccc(Cl)c1	8%	9%	-7%
75	Cc1ccc(C)c(Cn2c(CCCNC(=O)C3CCCCC3)nc3ccccc32)c1	5%	16µM*	-10%
76	COC(=O)c1cnc(N2CCCN(S(=O)(=O)c3ccccc3)CC2)nc1C(F)(F)F	-4%	u	-3%
